Source: PubChem BioAssay
PDI turbidity = inhibitors of human PDI, primary screen, biochemical, turbidity, single point, plate reader. inhibition, % at 10 µM. actives 0.052% (n = 350,000). PDI insulin aggregation turbidity, A650, 90 min;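 active means mean inhibition across replicates of 30% or more, whatever share of single replicates reach that level; inconclusive means mean inhibition below 30% while every single replicate reaches 30%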;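 further: absorbance from insulin aggregation driven by PDI reduction with DTT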
Target sequence (P07237 whole entry, looked up): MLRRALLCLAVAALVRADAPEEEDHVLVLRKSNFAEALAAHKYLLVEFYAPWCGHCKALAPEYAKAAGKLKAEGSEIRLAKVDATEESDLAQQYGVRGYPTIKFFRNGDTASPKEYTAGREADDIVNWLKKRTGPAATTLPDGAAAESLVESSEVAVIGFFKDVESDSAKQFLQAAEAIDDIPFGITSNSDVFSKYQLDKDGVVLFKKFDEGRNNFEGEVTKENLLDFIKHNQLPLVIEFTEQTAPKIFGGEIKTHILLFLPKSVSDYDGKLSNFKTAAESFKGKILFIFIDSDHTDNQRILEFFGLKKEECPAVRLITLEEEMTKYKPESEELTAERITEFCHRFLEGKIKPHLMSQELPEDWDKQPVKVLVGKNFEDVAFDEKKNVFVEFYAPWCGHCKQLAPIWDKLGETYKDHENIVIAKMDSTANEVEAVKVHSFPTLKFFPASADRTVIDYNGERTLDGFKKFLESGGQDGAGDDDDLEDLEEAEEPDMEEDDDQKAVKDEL
HTR2A ag = mouse Htr2a agonists via beta-arrestin recruitment, primary screen, cell-based, luminescence; 5-hydroxytryptamine receptor 2A (Mus musculus), P35363; CHO-K1 mHTR2A beta-arrestin complementation; percent of 30 µM serotonin response; activation, % at 7.6 µM; actives 0.66% (n = 360,000); AID 624169, 2012;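 active means activation above a run cutoff, the mean activation of all tested compounds plus 3 SD, cut at about 14% in these data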;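 further: 0% = plate median of compound wells and 100% = 30 µM serotonin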
Target sequence (P35363 whole entry, looked up): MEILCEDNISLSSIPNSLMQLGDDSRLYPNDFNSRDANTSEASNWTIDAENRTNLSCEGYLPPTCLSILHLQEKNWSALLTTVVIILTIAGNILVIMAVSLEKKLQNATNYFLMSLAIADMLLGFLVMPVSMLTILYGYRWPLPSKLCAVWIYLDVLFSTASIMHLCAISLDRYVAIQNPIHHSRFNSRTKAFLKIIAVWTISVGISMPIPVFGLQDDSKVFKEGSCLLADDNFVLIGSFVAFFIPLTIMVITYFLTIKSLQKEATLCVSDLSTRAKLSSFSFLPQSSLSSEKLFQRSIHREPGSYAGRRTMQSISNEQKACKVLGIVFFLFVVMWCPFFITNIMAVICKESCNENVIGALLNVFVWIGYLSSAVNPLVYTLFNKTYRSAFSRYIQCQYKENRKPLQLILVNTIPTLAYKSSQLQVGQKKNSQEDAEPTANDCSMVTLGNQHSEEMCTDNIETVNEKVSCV
ABCB6 inh 2 = ABCB6 transporter inhibitors, primary screen, K562-ABCB6 cells, flow cytometry, MLPCN library. ATP-binding cassette sub-family B member 6 (Homo sapiens), Q9NP58. K562-ABCB6 porphyrin accumulation, 1 h; active compounds read low. fluorescence ratio to DMSO, % at 10 µM. actives 0.19% (n = 360,000);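 active means fluorescence ratio to DMSO below 75%, the collection mean minus 3 SD; inconclusive means too few cells collected in the well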;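 further: signal is porphyrin accumulated inside mitochondria; 100% equals median channel fluorescence of DMSO control wells; lower ratio means ABCB6 inhibition with less porphyrin fluorescence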
Cardio protect = cardioprotection against H2O2-induced cell death, primary screen, uHTS, H9c2 cells, ATPLite luminescence. H9c2 cardiomyocytes, H2O2 injury protection, 2 h. protection from H2O2 cell death, % at 20 µM. actives 0.63% (n = 360,000);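 active means compounds giving at least 50% protection of heart cells from peroxide-induced death in the single-dose screen, raw or plate-pattern-corrected value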;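 further: 0% = DMSO wells with peroxide and 100% = DMSO wells without peroxide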
Glyco luc inh = increase of ERlucT glycosylation luciferase signal, primary screen, N-linked glycosylation inhibitor project, D54 ERlucT cells, luminescence, set 2. actives 0.23% (n = 360,000). D54 ERlucT glycosylation luciferase reporter, 24 h; percent of 100 nM tunicamycin response. AID 588692, 2011. reporter increase, % at 12.5 µM;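 active means mean luciferase reporter signal, scaled so untreated is 0 and the glycosylation-blocking control 100, at or above a set limit in every replicate; inconclusive means mean reaches the limit but not every replicate does; inactive means mean below the limit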;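 further: luciferase carries N-glycosylation sites so blocking glycosylation raises the light; 0% = median of neutral control wells and 100% = median of 100 nM tunicamycin wells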
iPSC survival up = enhancers of single-cell hiPSC survival, primary screen, ATPlite luminescence; 100% = ROCK inhibitor wells, 0% = DMSO; survival enhancement, % at 20 µM; actives 0.044% (n = 360,000); in the data active means survival enhancement above about 18%;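 further: cells exposed to compounds for 16 hours before the ATP read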
aDG glyco act = activators of alpha-DG glycosylation, primary screen, uHTS, Pro5-aDG cells, AlphaScreen. alpha-DG glycosylation AlphaScreen (IIH6); 0% Pro5, 100% B10-LARGE cell signal. activation, % at 10 µM. actives 0.22% (n = 360,000). AID 624168, 2012;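 active means activation of at least 8% versus controls, or a plate z-score of at least 8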;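 further: Pro5 are CHO cells carrying HIG-tagged alpha-DG that lacks glycosylation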
CaV13 FRET inh = Primary screen for inhibitors of IQ motif and Ca2+-dependent inactivation inhibitor domain binding in CACNA1D, Förster resonance energy transfer in living cells, …. actives 0.098% (n = 340,000). HEK cells, CFP/YFP FRET ICDI-IQ, plate reader, 10 min; percent FRET-ratio fall versus neutral wells. AID 743397. inhibition, % at 12.3 µM;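 active means mean replicate inhibition of at least 30% and at least 1% of replicates passing that level; inconclusive means only one of the two criteria is met; inactive means neither criterion is met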;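 further: 0% = median of the neutral control wells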
Vif imaging = HIV Vif self-association inhibitors, primary screen, imaging, HEK293T, single point; actives 0.35% (n = 340,000); HEK293T cells, Vif self-association by quenched fluorescence, 24 h; AID 602346, 2012; inhibition, % at 7.49 µM; in the data active means inhibition above about 50%, passing the limit was not always enough; inconclusive means no clear call, values can overlap the other calls; inactive means below about 31%; further: some results filed as inactive read as strong as hits
Exocytosis inh = LAMP-1 surface exposure blockers, TALL-104 cells – cell-based, flow cytometry, MLPCN library, primary screen; inhibition, % at 10 µM; AID 651702, 2012; actives 0.66% (n = 360,000); TALL-104 LAMP-1 surface exposure; cells stimulated with thapsigargin and PMA;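 active means inhibition above about 55%, limit read from the data; inconclusive means no clear call, values can overlap the other calls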
Numbers without * were called inactive.

CC(C)C(NC(=O)c1ccc(C(C)(C)C)cc1)C(=O)O (centres undefined) was read as PDI turbidity -3.2, HTR2A ag 3.7, ABCB6 inh 2 102.0, Cardio protect 4.2, Glyco luc inh 4.1, iPSC survival up 0.5, aDG glyco act -0.3, CaV13 FRET inh -6.0, Vif imaging 5.6 and Exocytosis inh -0.6.
Screening Cc1cc2nc(/C=C/c3cccnc3)[nH]c2cc1C returned PDI turbidity 0.4, HTR2A ag -1.6, ABCB6 inh 2 99.0, Cardio protect -7.7, Glyco luc inh 4.6, iPSC survival up -0.2, aDG glyco act 0.0, CaV13 FRET inh -2.9, Vif imaging -1.3 and Exocytosis inh 57.6*.
For O=C(O)CCCN1C(=O)C2C3CCC(O3)C2C1=O (centres undefined) the results were PDI turbidity -4.5, HTR2A ag 2.9, ABCB6 inh 2 100.0, Cardio protect -8.5, Glyco luc inh 1.9, iPSC survival up 0.5, aDG glyco act -0.1, CaV13 FRET inh -8.1, Vif imaging -1.4 and Exocytosis inh 1.1.
For COc1ccc(CC(=O)N2CCCc3ccccc32)cc1OC the results were PDI turbidity -8.5, HTR2A ag 8.2, ABCB6 inh 2 93.0, Cardio protect 1.3, Glyco luc inh -0.6, iPSC survival up -2.4, aDG glyco act -0.1, CaV13 FRET inh -5.2 and Exocytosis inh 3.9.
For O=C(Nc1ccc(S(=O)(=O)Nc2ncccn2)cc1)c1ccc(Br)o1 the results were PDI turbidity 0.7, HTR2A ag 4.1, ABCB6 inh 2 89.0, Cardio protect 0.4, Glyco luc inh -0.4, iPSC survival up 0.0, aDG glyco act -0.3, CaV13 FRET inh -20.1, Vif imaging -6.3 and Exocytosis inh 1.5.
Screening CC(C)N(C)c1ncnc2c1ncn2[C@H]1CN(Cc2ccc3c(c2)OCO3)C[C@@H](CO)O1 returned PDI turbidity 10.2, HTR2A ag -5.0, ABCB6 inh 2 87.0, Cardio protect 14.3, Glyco luc inh 0.6, iPSC survival up 1.4, aDG glyco act -0.3, CaV13 FRET inh -5.3, Vif imaging -0.5 and Exocytosis inh -9.7.
For O=C(COC(=O)c1ccc(Br)cc1)NCc1ccccc1 the results were PDI turbidity -5.3, HTR2A ag -3.1, ABCB6 inh 2 180.0, Cardio protect 12.7, Glyco luc inh 2.5, iPSC survival up -1.1, aDG glyco act 0.0, CaV13 FRET inh -5.0, Vif imaging 6.9 and Exocytosis inh -6.2.
CCC(C)NC(=O)c1ccccc1NC(=O)Nc1ccccc1 (centres undefined) was read as PDI turbidity 14.6, HTR2A ag -0.9, ABCB6 inh 2 92.0, Cardio protect -1.5, Glyco luc inh -1.4, iPSC survival up -3.1, aDG glyco act 0.2, CaV13 FRET inh -5.5, Vif imaging 5.4 and Exocytosis inh -0.1.
For O=C(NCCc1ccccc1)C(=O)NN=C1CCCC1 the results were PDI turbidity -1.2, HTR2A ag 3.8, ABCB6 inh 2 99.0, Cardio protect 13.7, Glyco luc inh -0.2, iPSC survival up -1.3, aDG glyco act 0.4, CaV13 FRET inh -5.0, Vif imaging 14.6 and Exocytosis inh 4.6.
Screening CN=c1scc(-c2cccs2)n1/N=C/c1ccc(O)c(O)c1O returned PDI turbidity 2.7, HTR2A ag 2.0, ABCB6 inh 2 102.0, Cardio protect -7.3, Glyco luc inh -11.2, iPSC survival up -4.8, aDG glyco act -0.4, CaV13 FRET inh -1.0, Vif imaging -0.6 and Exocytosis inh 0.4.
Screening O=C(CC[C@H]1O[C@@H](n2cnc3c(NC(=O)c4ccccc4)ncnc32)[C@H](O)[C@@H]1O)NCCCN1CCCC1=O returned HTR2A ag 4.0, ABCB6 inh 2 97.0, Cardio protect -0.6, Glyco luc inh 1.8, iPSC survival up -0.7, aDG glyco act 0.0, CaV13 FRET inh -6.1 and Exocytosis inh 0.0.
Screening O=C(CC1CCCCC1)c1c(O)c2ccccc2oc1=O returned PDI turbidity 1.3, HTR2A ag 2.5, ABCB6 inh 2 97.0, Cardio protect -0.3, Glyco luc inh 0.7, iPSC survival up -1.1, aDG glyco act 0.1, CaV13 FRET inh -5.6, Vif imaging 12.3 and Exocytosis inh -9.7.
Screening O=C(Cn1c(NCCCO)nc2ccccc21)c1cccc(Br)c1 returned PDI turbidity 8.0, HTR2A ag 3.6, ABCB6 inh 2 119.0, Cardio protect -6.9, Glyco luc inh -0.9, iPSC survival up -0.6, aDG glyco act 0.0 and Exocytosis inh 0.8.
`CCSc1nc(O)c(CC)c(=O)n1C(C)CC` (centres undefined) gave PDI turbidity -0.1, HTR2A ag 2.5, ABCB6 inh 2 102.0, Cardio protect 3.8, Glyco luc inh 0.0, iPSC survival up -2.3, aDG glyco act -0.1, CaV13 FRET inh -7.8, Vif imaging -6.7 and Exocytosis inh -1.7.
Screening CCN(CC)C(=O)c1cccc(NC(=O)C2CCN(C(=O)c3cccs3)CC2)c1 returned PDI turbidity 4.1, HTR2A ag -2.5, ABCB6 inh 2 97.0, Cardio protect -0.3, Glyco luc inh -1.4, iPSC survival up -1.8, aDG glyco act -0.3, CaV13 FRET inh -5.7, Vif imaging -0.5 and Exocytosis inh -1.6.
`COc1ccc(-c2cc(C(F)(F)F)n3nc(C(=O)N4CCN5CCCC5C4)cc3n2)cc1OC` (centres undefined) gave PDI turbidity 14.8, HTR2A ag -6.0, ABCB6 inh 2 96.0, Cardio protect 8.8, Glyco luc inh -1.0, iPSC survival up -0.2, aDG glyco act 0.0, CaV13 FRET inh -5.5, Vif imaging 3.8 and Exocytosis inh 1.3.
Screening COc1ccc(CC(=O)n2c(CC#N)nc3ccccc32)cc1OC returned PDI turbidity -6.5, HTR2A ag 1.1, ABCB6 inh 2 94.0, Cardio protect 14.1, Glyco luc inh 0.0, iPSC survival up 6.4, aDG glyco act -0.1, Vif imaging -10.5 and Exocytosis inh -1.9.
For c1nc2sc3c(c2c2nnnn12)CCCC3 the results were PDI turbidity 1.3, HTR2A ag 2.0, ABCB6 inh 2 100.0, Cardio protect 7.0, Glyco luc inh -3.2, iPSC survival up -0.2, aDG glyco act 0.1, CaV13 FRET inh -9.4, Vif imaging -3.9 and Exocytosis inh -2.8.
For N#C/C(=N\Nc1ccccc1F)C(=N)N1CCCCC1 the results were PDI turbidity -8.2, HTR2A ag -4.3, ABCB6 inh 2 97.0, Cardio protect -7.7, Glyco luc inh -3.1, iPSC survival up 0.0, aDG glyco act 0.3, CaV13 FRET inh -5.2, Vif imaging -4.2 and Exocytosis inh -1.1.
`CCc1cccc(C)c1NC(=S)N(CCN(C)C)C(C)c1cccnc1` (centres undefined) gave PDI turbidity 6.6, HTR2A ag 1.3, ABCB6 inh 2 96.0, Cardio protect 3.5, Glyco luc inh 5.1, iPSC survival up -0.2, aDG glyco act 0.0, CaV13 FRET inh -2.4, Vif imaging -1.8 and Exocytosis inh -8.9.
`O=c1[nH]c(N/N=C/c2ccccc2)nc2ccccc12` gave PDI turbidity 1.7, HTR2A ag -1.8, ABCB6 inh 2 110.0, Cardio protect 5.5, Glyco luc inh -8.5, iPSC survival up -1.6, aDG glyco act 0.1, CaV13 FRET inh -6.4, Vif imaging -11.1 and Exocytosis inh 3.0.
CCOc1ccc(CN(C)C(=O)NNC(=O)c2ccc(C)cc2)cc1OC was read as PDI turbidity -11.2, HTR2A ag 5.2, ABCB6 inh 2 99.0, Cardio protect -3.8, Glyco luc inh 1.2, iPSC survival up 0.1, aDG glyco act -0.1, CaV13 FRET inh -6.7, Vif imaging -15.5 and Exocytosis inh -9.3.
For COc1ccc(S(=O)(=O)N2CCOC23CCN(S(=O)(=O)c2ccc(C)cc2)CC3)cc1 the results were PDI turbidity 4.4, HTR2A ag -0.7, ABCB6 inh 2 99.0, Cardio protect -6.4, Glyco luc inh -2.2, iPSC survival up -0.3, aDG glyco act -0.1, CaV13 FRET inh -7.2, Vif imaging -3.4 and Exocytosis inh -3.6.
Screening Cc1ccc(NC(=O)CN2C(=O)NC(Cc3c[nH]c4ccccc34)C2=O)cc1 (centres undefined) returned PDI turbidity -4.1, HTR2A ag -0.6, ABCB6 inh 2 inconclusive, Cardio protect -3.6, Glyco luc inh 0.3, iPSC survival up -0.2, aDG glyco act 0.4, CaV13 FRET inh -5.7, Vif imaging -1.8 and Exocytosis inh -0.2.
`CCCn1cc(CN2CCC(C(=O)Nc3cccc(-c4cscn4)c3)CC2)c(C)n1` gave PDI turbidity 0.4, HTR2A ag -6.2, ABCB6 inh 2 97.0, Cardio protect -2.5, Glyco luc inh -0.9, iPSC survival up -0.2, aDG glyco act 0.1, CaV13 FRET inh -7.2, Vif imaging -3.8 and Exocytosis inh -0.6.
Screening COc1cc(C(N)=O)cc(Cl)c1OCc1ccccc1 returned PDI turbidity 4.2, HTR2A ag -4.8, ABCB6 inh 2 100.0, Cardio protect 0.6, Glyco luc inh -1.8, iPSC survival up 4.2, aDG glyco act -0.1, CaV13 FRET inh -2.6, Vif imaging 0.7 and Exocytosis inh 8.5.
For COc1ccccc1Cn1c(=S)[nH]c2cc(C(=O)N3CCC(C(N)=O)CC3)ccc2c1=O the results were PDI turbidity -1.5, HTR2A ag 3.3, ABCB6 inh 2 96.0, Cardio protect -2.7, Glyco luc inh -0.3, iPSC survival up -0.7, aDG glyco act 0.0, CaV13 FRET inh -6.5, Vif imaging -2.8 and Exocytosis inh -1.9.
For O=[N+]1C2=C(CCCC2)N([O-])C12CCCC2 the results were PDI turbidity -9.1, HTR2A ag 3.4, ABCB6 inh 2 106.0, Cardio protect 3.3, Glyco luc inh 1.7, iPSC survival up -1.3, aDG glyco act -0.1, Vif imaging -4.7 and Exocytosis inh -3.9.
For O=C(Nc1ccc(C(F)(F)F)cc1)N1CCN(c2ccnc3cc(Cl)ccc23)CC1 the results were PDI turbidity -7.2, HTR2A ag 2.2, ABCB6 inh 2 95.0, Cardio protect -15.7, Glyco luc inh -14.6, iPSC survival up 0.2, aDG glyco act 1.6, CaV13 FRET inh -15.4, Vif imaging -6.3 and Exocytosis inh 12.5.
For CC(=O)N1N=C(c2cccc([N+](=O)[O-])c2)OC1c1cccc(Br)c1 (centres undefined) the results were PDI turbidity 5.8, HTR2A ag -3.1, ABCB6 inh 2 100.0, Cardio protect -2.3, Glyco luc inh 0.6, iPSC survival up 0.1, aDG glyco act 0.0, CaV13 FRET inh -1.7, Vif imaging 6.6 and Exocytosis inh 7.2.
For Cc1ccccc1C(=O)NC1CCN(CC(=O)NCc2ccccc2)CC1 the results were PDI turbidity 6.5, HTR2A ag 0.2, ABCB6 inh 2 102.0, Cardio protect -3.7, Glyco luc inh -0.9, iPSC survival up -0.3, aDG glyco act 0.0, CaV13 FRET inh -2.3, Vif imaging 4.0 and Exocytosis inh 2.3.

Rows are unselected, and some 3.1% of all compounds hit somewhere here.
